# Bioassay records deposited in PubChem BioAssay by Johns Hopkins Ion Channel Center.
# KCNQ1 act: potentiators or activators of KCNQ1 channel, primary screen, cell-based, thallium flux, high-throughput | Potassium voltage-gated channel subfamily KQT member 1 (Homo sapiens), P51787 | CHO-K1 KCNQ1, thallium flux FluxOR fluorescence; stronger effect = higher value | B-score at 10 µM | 310,000 compounds, 0.35% hits | AID 2648, 2010;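 active means fluorescence ratio B-score, a plate-corrected score, at least three library SD, with initial intensity B-score within 5 SD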
# Target sequence (P51787 whole entry, looked up): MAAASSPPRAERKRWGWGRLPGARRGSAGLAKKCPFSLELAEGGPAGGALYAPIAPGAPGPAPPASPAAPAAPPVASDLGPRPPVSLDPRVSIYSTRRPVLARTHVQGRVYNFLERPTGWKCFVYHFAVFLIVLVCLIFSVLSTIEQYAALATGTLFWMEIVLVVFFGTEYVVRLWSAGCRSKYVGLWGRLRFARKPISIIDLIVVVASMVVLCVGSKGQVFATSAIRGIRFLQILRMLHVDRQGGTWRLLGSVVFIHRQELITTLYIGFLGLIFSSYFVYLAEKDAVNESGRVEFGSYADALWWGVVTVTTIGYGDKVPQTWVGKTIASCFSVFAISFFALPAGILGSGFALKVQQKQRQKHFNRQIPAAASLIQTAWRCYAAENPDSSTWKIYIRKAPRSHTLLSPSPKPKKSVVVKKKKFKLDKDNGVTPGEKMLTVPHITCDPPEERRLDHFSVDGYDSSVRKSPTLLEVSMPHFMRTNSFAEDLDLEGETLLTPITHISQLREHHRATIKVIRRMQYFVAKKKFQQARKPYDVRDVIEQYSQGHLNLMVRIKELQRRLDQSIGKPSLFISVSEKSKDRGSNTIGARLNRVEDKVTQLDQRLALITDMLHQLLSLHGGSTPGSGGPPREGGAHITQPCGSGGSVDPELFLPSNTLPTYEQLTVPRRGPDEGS
#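 assay system = CHO-K1 cells stably expressing KCNQ1 | medium = assay buffer, equal DMSO in all wells | timing = 37 °C overnight plating, 90-min dark dye load, 20-min compound pretreatment | measured by = kinetic FluxOR thallium fluorescence, 10-s 1-Hz baseline, 110-s post-stimulus read | measure = fluorescence change relative to baseline, converted to B score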
# TMEM16A act: TMEM16A chloride channel activators or potentiators, primary screen, cell-based, HTS | 340,000 compounds, 0.3% hits | B-score at 10 µM | Anoctamin-1 (Mus musculus), Q8BHY3 | HEK293 TMEM16A/YFP-H148Q/I152L, iodide quench fluorescence; stronger effect = lower value;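 active means fluorescence-ratio B-score plate-corrected deviation score at least 3 library SD below zero, with starting fluorescence score within 5 deviations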;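 further: channel opened by trigger with iodide after compound preincubation; score built on the fluorescence ratio of max minus min over baseline; more negative score means more quench and so TMEM16A activation or potentiation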
# MrgX1 allo act: positive allosteric modulators of MrgX1, primary screen, HEK293 cells, Fluo-4 calcium flux. AID 588675, 2011. FDSS; stronger effect = higher value. Mas-related G-protein coupled receptor member X1 (Homo sapiens), Q96LB2. B-score at 10 µM. 310,000 compounds, 0.63% hits;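 active means plate-corrected calcium response at least 3 library SD above typical, normal starting fluorescence, not activating the receptor alone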;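 further: compound read alongside a low EC10 to EC30 dose of BAM8-22 agonist; peak minus trough fluorescence over baseline measured at the second addition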
# Target sequence (Q96LB2 whole entry, looked up): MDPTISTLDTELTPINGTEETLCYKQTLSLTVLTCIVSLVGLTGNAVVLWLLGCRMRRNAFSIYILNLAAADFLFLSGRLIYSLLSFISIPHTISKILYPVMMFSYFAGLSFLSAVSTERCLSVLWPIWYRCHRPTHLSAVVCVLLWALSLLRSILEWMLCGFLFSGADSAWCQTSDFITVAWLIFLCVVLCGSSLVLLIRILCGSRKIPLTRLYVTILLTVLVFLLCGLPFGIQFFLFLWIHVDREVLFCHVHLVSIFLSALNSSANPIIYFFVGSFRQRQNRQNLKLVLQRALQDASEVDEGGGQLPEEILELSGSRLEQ
# RGS4 pot: RGS4 potentiators or activators, primary screen, cell-based, HEK293 M3R inducible RGS4, calcium flux; 310,000 compounds, 0.92% hits; AID 463111, 2010; carbachol calcium flux Fluo4; stronger effect = lower value; B-score at 10 µM;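 active means B-score of the integrated calcium signal more than 4 SD below the library mean, with starting fluorescence not abnormally high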;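 further: negative B-score means reduced calcium response which marks RGS4 activation or potentiation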
#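 Assay system: HEK293 FlpIn-TREx cells, stable M3R, doxycycline-inducible RGS4 / Probe or stimulus: carbachol, ECmax concentration / Times: overnight RGS4 induction, 30 min dye load 37 °C, 20 min compound RT / Signal: kinetic calcium fluorescence imaging with Fluo4-AM dye, 2 µM / Measure: Agonist-evoked peak-minus-minimum fluorescence over baseline, integrated ratio, B score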
# MrgX1 agonist: agonists of human MrgX1 receptor, primary screen, HEK293 cells, Fluo-4 calcium flux; 310,000 compounds, 0.44% hits; B-score at 10 µM; Mas-related G-protein coupled receptor member X1 (Homo sapiens), Q96LB2; Fluo-4 calcium fluorescence, agonist mode; stronger effect = higher value; AID 588627, 2011;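 active means calcium response B-score plate-corrected fluorescence ratio at least 3 library SD, with starting fluorescence B-score inside 5 SD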
#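 System: HEK293 cells stably expressing human MrgX1 receptor; Dosing: test compound in the initial addition of three; Schedule: overnight plating, then 30 min 37 °C plus 30 min room-temperature dye loading; Detection: kinetic calcium dye fluorescence, Fluo-4 NW; Controls: per-plate positive and negative controls for Z′ factor.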
# KCNQ1 inh: inhibitors of human KCNQ1 channel, primary screen, cell-based, thallium flux, high-throughput | Potassium voltage-gated channel subfamily KQT member 1 (Homo sapiens), P51787 | CHO-K1 KCNQ1, FluxOR thallium flux fluorescence; stronger effect = higher value | B-score at 10 µM | 310,000 compounds, 1.3% hits | AID 2642, 2010;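 active means compounds whose thallium flux B-score, printed positive for inhibition, exceeds three library SD while starting fluorescence stays within three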;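 further: channel opened by potassium depolarization with thallium stimulus after 20 min compound exposure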
# KCNK3 inh: human KCNK3 channel inhibitors, primary screen, CHO cells, FluxOR thallium flux, B-score; FluxOR fluorescence; stronger effect = lower value; 340,000 compounds, 0.84% hits; B-score at 10 µM; AID 602410, 2012; Potassium channel subfamily K member 3 (Homo sapiens), O14649;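 active means B-score under library mean minus 4 SD, starting fluorescence ratio at most library mean plus 5 SD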;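 further: more negative B-score means stronger inhibition of thallium flux through KCNK3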
# TMEM16A inh: TMEM16A chloride channel inhibitors, primary screen, cell-based, HTS; HEK293 TMEM16A/YFP iodide influx fluorescence, ionomycin; normalized B-score (activity score, 25-100; higher = stronger inhibition) at 10 µM; 310,000 compounds, 1.2% hits;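 active means ratio plate-corrected score three or more library SD toward inhibition, starting fluorescence score within five deviations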;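 further: score derived from kinetic fluorescence span divided by baseline fluorescence per well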
# RGS4 inh: RGS4 inhibitors, primary screen, cell-based, HEK293 M3R inducible RGS4, calcium flux | Fluo-4 calcium flux; stronger effect = higher value; triggered by carbachol at its EC20 | AID 463165, 2010 | Regulator of G-protein signaling 4 (Homo sapiens), P49798 | 310,000 compounds, 0.45% hits | B-score at 10 µM;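 active means B-score, a plate-corrected calcium signal, over three deviations above library mean, with baseline fluorescence within five deviations of library mean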;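 further: RGS4 expression induced by doxycycline in cells with stable M3 receptor; B-score is computed from the integrated fluorescence ratio over baseline after carbachol; higher B-score means a larger calcium signal and so more RGS4 inhibition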
# KCNK9 inh: KCNK9 potassium channel inhibitors, primary screen, HEK293 cells, thallium flux; Potassium channel subfamily K member 9 (Homo sapiens), Q9NPC2; FluxOR thallium flux fluorescence; stronger effect = lower value; B-score at 10 µM; 310,000 compounds, 1.2% hits;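 active means ratio B-score over 3 SD below the library mean, with starting fluorescence within 5 SD of its mean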;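 further: negative B-score means less thallium flux so channel inhibition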
# hERG protect: hERG rescue from dofetilide block, primary screen, cell-based, CHO-hERG, FluxOR thallium flux, dofetilide IC70 | dofetilide IC70 present | activation (rescue from dofetilide block), less the hit threshold, % at 10 µM | 310,000 compounds, 0.51% hits | AID 1511, 2009;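 active means activation above the mean of controls blocked by dofetilide plus 5 SD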;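 further: thallium influx through hERG after potassium depolarization seen as dye fluorescence rise; in these data hits start at about 4.7%; inactives centre near -7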
# The depositor's hits bear a star; i = inactive; · = no result given.
SMILES,KCNQ1 act,TMEM16A act,MrgX1 allo act,RGS4 pot,MrgX1 agonist,KCNQ1 inh,KCNK3 inh,TMEM16A inh,RGS4 inh,KCNK9 inh,hERG protect
Cc1ccc2cc(CN(CC3CCCO3)C(=S)Nc3ccccc3)c(=O)[nH]c2c1 (centres undefined),i,i,i,i,i,i,i,i,i,i,0
COc1ccc(-c2nnc(SCC(=O)NC3CCCCC3)o2)cc1,i,i,i,i,i,i,i,i,i,i,-5
CC(C)OC(=O)CSc1nc2ncccc2[nH]1,i,i,i,i,i,i,i,i,i,i,3
Cc1ccc(Nc2nnc(SCC(=O)Nc3ccccc3[N+](=O)[O-])s2)cc1,i,i,i,i,i,i,i,i,i,i,-7
CCCc1cc(C(=O)Nc2ccccc2C(=O)OC)no1,i,i,i,i,i,i,i,i,i,i,-11
Cc1ccc(-c2nc(C(=O)O)cs2)cc1,i,i,i,i,i,i,i,i,i,i,-6
COc1cc(CNCc2ccc(OC)c(OC)c2OC)cc(OC)c1,·,i,i,·,i,·,i,i,·,·,·
Cc1[nH]n(-c2ccccc2)c(=O)c1-c1ccc(Cl)cc1,i,i,i,i,i,i,i,i,i,i,-3
CC(=O)c1ccc(OC(C)C)c(Cc2c(O)nc(N)[nH]c2=O)c1,i,i,i,i,i,i,i,i,i,i,-2
Cc1ccc(-n2nc3c(c2NC(=O)c2ccc4c(c2)OCO4)CS(=O)(=O)C3)cc1,i,i,i,i,i,i,i,i,i,i,-11
Cc1ccccc1CSc1nc2ccccc2c(=O)[nH]1,i,i,i,i,i,i,i,i,i,i,-6
O=C(NNC(=S)NC(=O)c1cccs1)c1cccnc1,i,i,i,i,i,i,i,i,i,i,-16
Cc1ccc(C2C(C#N)=C(N)SC(N)=C2C#N)o1,i,·,i,i,i,i,·,i,i,i,-4
CCOC(=O)c1nnc(-c2cccs2)nc1Oc1ccccc1C(=O)OC,i,i,i,i,i,i,i,i,i,i,-8
Cc1ccc(NC(=O)C2Cc3ccccc3CN2C(=O)c2ccccc2)cc1Cl (centres undefined),i,i,i,i,i,i,i,i,i,i,-7
CC(NC(=O)C12CC3CC(CC(O)(C3)C1)C2)c1ccccc1 (centres undefined),i,i,i,i,i,i,i,i,i,i,-1
O=C(CN1C(=O)c2ccccc2S1(=O)=O)Nc1ccon1,i,i,i,i,i,i,i,i,i,i,-14
O=C(COC(=O)c1ccc2[nH]c3c(c2c1)CCCC3)Nc1ccccc1Cl,i,i,i,i,i,i,i,i,i,i,-8
COC(=O)c1[nH]c2ccc(F)cc2c1NC(=O)C1=COCCO1,i,i,i,i,i,i,i,i,i,i,-3
COc1ccc(-c2cc(OC)c3c(C)oc(C)c3c(=O)c2)cc1OC,i,i,i,i,i,i,-9*,i,i,i,-4
COCC(=O)Oc1c(S(=O)(=O)c2ccc(C)cc2)c(C)nn1C(C)(C)C,i,i,i,i,i,i,i,i,i,i,-11
N#C/C(=C(/O)COC(=O)CCC1CCCCC1)c1nc2ccccc2[nH]1,i,i,i,i,i,i,i,i,i,i,-9
CCCOc1ccc(C2C(C(=O)c3ccc(C)o3)=C(O)C(=O)N2CCCn2ccnc2)cc1 (centres undefined),i,i,i,i,i,i,i,i,i,i,-6
COCCCNc1c2c(nc3nnnn13)CCCC2,i,i,i,i,i,i,i,i,i,i,-14
CN1C(C(=O)NCc2ccc(OC(F)(F)F)cc2)CC2Cn3c(nc4ccccc43)C21 (centres undefined),i,i,i,i,i,i,i,i,i,i,-5
# (more compounds)
SMILES,KCNQ1 act,TMEM16A act,MrgX1 allo act,RGS4 pot,MrgX1 agonist,KCNQ1 inh,KCNK3 inh,TMEM16A inh,RGS4 inh,KCNK9 inh,hERG protect
COc1ccc(Nc2nnc(-c3ccccc3)c3ccccc23)cc1C(=O)N1CCCCC1,i,i,i,i,i,i,i,i,5*,i,-8
CCOc1ccccc1N1CCN(c2nc(N)c(C#N)c(CC#N)c2C#N)CC1,i,i,i,i,i,i,i,i,i,i,-22
O=C(Cn1nnc(-c2ccccc2)n1)NCc1ccccc1,i,i,i,i,i,i,i,i,i,i,-7
COc1ccc(NC(=O)COC(=O)c2c(C)noc2C)c(OC)c1,i,i,i,i,i,i,i,i,i,i,-1
CCO[C@H]1OC(C(=O)NCc2nc3ccccc3[nH]2)=C[C@@H](c2csc3ccccc23)[C@@H]1CCCO,i,i,i,i,i,i,i,i,i,i,-13
COC(=O)Cc1c(C)c2ccc(OCC(C)=O)c(C)c2oc1=O,i,i,i,i,i,i,i,i,i,i,-5
CC(/C=N/NC(=O)Cc1cccn1C)=C\c1ccco1,i,i,i,i,i,i,i,i,i,i,-11
Cc1c(CN2CCCC(C(=O)Nc3cccc(-n4cccn4)c3)C2)cnn1C (centres undefined),i,i,i,i,i,i,i,i,i,i,-9
C/C(=N/NC(=O)c1cccc(N2CCCC2=O)c1)c1ccc(Br)cc1,i,i,i,i,i,i,i,i,i,i,-4
Cc1c(Cc2ccc3c(c2)OCO3)sc(NC(=O)c2ccccc2)c1C(N)=O,i,i,i,i,i,i,i,i,i,i,-6
O=C1CCC(=O)N1c1ccccc1OS(=O)(=O)c1ccccc1,i,i,i,i,i,i,i,i,i,i,-6
NC(=S)N/N=C/c1ccc(-c2cc(Cl)ccc2Cl)o1,i,i,i,i,i,i,i,i,i,i,2
Cc1cc(Oc2ccc(=O)[nH]n2)nc(Cl)n1,i,i,i,i,i,i,i,i,i,i,-3
CCOC(=O)N1CCN(C(=O)c2ccc3c(SCC(=O)O)c4c(nc3c2)CCCC4)CC1,i,i,i,i,i,i,i,i,i,i,-4
CCOCCCNC(=O)c1cccs1,i,i,i,i,i,i,i,i,i,i,3
CC(=O)OCCOc1nc(N(C)C)nc(N(C)C)n1,i,i,i,i,i,i,i,i,i,i,-15
CCOC(=O)C1(C)NC(c2ccco2)C2C(=O)N(CC)C(=O)C21 (centres undefined),i,i,i,i,i,i,i,i,i,i,-8
CC(=O)Nc1ccc(NC(=O)C(C)N(C)CC(=O)Nc2ccccc2Br)cc1 (centres undefined),i,i,i,i,i,i,i,i,i,i,-10
COCCSc1nnc(NC(=O)Cc2ccccc2OC)s1,i,·,i,i,i,i,i,i,i,i,-15
COc1ccc(S(=O)(=O)Nc2cc(C)ccn2)cc1OC,i,i,i,i,i,i,i,i,i,i,-12
COc1ccc(S(=O)(=O)NCC(c2cccnc2)N2CCN(c3ccc(F)cc3)CC2)cc1C (centres undefined),i,i,·,i,·,i,i,·,i,i,-15
Nc1ccc(C(=O)OCC(=O)NC2CCCc3ccccc32)cc1[N+](=O)[O-] (centres undefined),i,i,i,i,i,i,i,i,i,i,-7
CNc1nc(SC)nc2ccccc12,i,i,i,i,i,i,i,i,i,i,6.6*
O=C(CCCc1nc(-c2ccc(Cl)cc2)no1)NCC1CCCO1 (centres undefined),i,i,i,i,i,i,i,i,i,i,-8
CSCC(C)N1CCC(n2nccc2NC(=O)CCOc2ccccc2)CC1 (centres undefined),i,i,i,i,i,i,i,i,i,i,-11
# Other structures follow:
SMILES,KCNQ1 act,TMEM16A act,MrgX1 allo act,RGS4 pot,MrgX1 agonist,KCNQ1 inh,KCNK3 inh,TMEM16A inh,RGS4 inh,KCNK9 inh,hERG protect
CC(=O)NS(=O)(=O)c1ccc(NS(=O)(=O)c2ccc3ccccc3c2)cc1,i,i,i,i,i,i,i,i,i,i,-7
O=C1CC2(CCN(C(=O)c3ccccc3F)CC2)Oc2ccccc21,i,i,i,i,i,i,i,i,i,i,-7
CC(=O)c1cc2c(cc1NS(=O)(=O)c1ccccc1)OCO2,i,i,i,i,i,i,i,i,i,i,-11
COC(=O)c1c(NC(=O)CN2CCN(C(=O)c3ccco3)CC2)c2cc(C)ccc2n1C,i,i,i,i,i,i,i,i,i,i,-6
Cc1ccc(-c2cc(C(=O)N3CCCCC3)c3ccccc3n2)cc1C,i,i,i,i,i,i,-8.9*,i,i,i,-16
Cc1cc(OC(=O)c2cc(Br)ccc2Cl)c([N+](=O)[O-])c(=O)[nH]1,i,i,i,i,i,i,i,i,i,i,-2
N/C(=N\OC(=O)c1ccccc1Cl)c1cccnc1,i,i,i,i,i,i,i,i,i,i,-8
O=C(O)COc1ccccc1/C=N/Nc1ccc(S(=O)(=O)N2CCOCC2)cc1[N+](=O)[O-],i,i,i,i,i,i,i,i,i,i,-11
CC(=O)c1c(C)nc(C)nc1NC(=O)C(C)C,i,i,i,i,i,i,i,i,i,i,0
Cn1c(NC(=O)c2ccc(S(=O)(=O)N3CCOCC3)cc2)cc(=O)n(C)c1=O,i,i,i,i,i,i,i,i,i,i,-5
COc1ccccc1-c1nc2cc(Cl)ccc2c(=O)n1O,i,i,i,i,i,i,i,i,i,i,-2
CC(=O)N1CCCc2cc(S(=O)(=O)Nc3cccc(C)c3C)ccc21,i,i,i,i,i,i,i,i,i,i,-12
CCOc1ccc(-c2cc(C(=O)O)c3ccccc3n2)c(OCC)c1,i,i,i,i,i,i,i,i,i,i,-17
O=C(C1CCCN(Cc2ccccc2C(F)(F)F)C1)N1CCCCC1 (centres undefined),i,i,i,i,i,i,i,i,i,i,-2
Cc1nc(-c2ccccc2)sc1-c1ccnn1C,i,i,i,i,i,i,i,i,i,i,-11
CCOC(=O)N1CCC(N(CCN(C)C)C(=S)Nc2cc(Cl)cc(Cl)c2)CC1,i,i,i,i,i,i,i,i,i,i,-11
